Screening data: PubChem, Sanford-Burnham Center for Chemical Genomics
tim10-1 inh: tim10-1 yeast growth inhibition | S. cerevisiae tim10-1 ts strain growth, BacTiter-Glo, 24 h | AID 463190 | actives 2.2% (n = 330,000) | inhibition, % at 20 µM;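 active = inhibition of at least 40%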;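 note: mutant grown at 25 °C; 0% = DMSO wells with yeast and 100% = wells holding no yeast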
CHOP UPR activ: activators of apoptotic arm of unfolded protein response (CHOP) | actives 0.34% (n = 330,000) | CHO-CHOP luciferase reporter, UPR activation, luminescence; percent of tunicamycin response over DMSO baseline | activation, % at 10 µM | AID 449763;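 active = at 10 µM dose, activation of 40% or more, normalized to positive control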;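 note: 100% = tunicamycin at 10 µg/mL and 0% = DMSO alone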
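Test system: CHO CHOP reporter cells. Input: 500 CHO-CHOP cells per well. Medium: F12 with 10% FBS. Technique: luciferase luminescence. Measure: percent activation relative to tunicamycin control. Dosing: 10 µM compound, 0.5% DMSO. Timing: 16-18 h cell attachment, then 6 h compound exposure, 37 °C.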
APJ agonist: agonists of human APJ apelin receptor | CHO-K1 APJ PathHunter beta-arrestin, luminescence; 0% DMSO wells, 100% apelin | activation, % at 20 µM | actives 0.11% (n = 330,000);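 active = activation more than six SD over the plate average, tested at 20 µM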;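 note: 0% = DMSO alone and 100% = apelin-13 at 10 nM; some results filed as inactive read as strong as hits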
Target sequence (P35414 whole entry, looked up): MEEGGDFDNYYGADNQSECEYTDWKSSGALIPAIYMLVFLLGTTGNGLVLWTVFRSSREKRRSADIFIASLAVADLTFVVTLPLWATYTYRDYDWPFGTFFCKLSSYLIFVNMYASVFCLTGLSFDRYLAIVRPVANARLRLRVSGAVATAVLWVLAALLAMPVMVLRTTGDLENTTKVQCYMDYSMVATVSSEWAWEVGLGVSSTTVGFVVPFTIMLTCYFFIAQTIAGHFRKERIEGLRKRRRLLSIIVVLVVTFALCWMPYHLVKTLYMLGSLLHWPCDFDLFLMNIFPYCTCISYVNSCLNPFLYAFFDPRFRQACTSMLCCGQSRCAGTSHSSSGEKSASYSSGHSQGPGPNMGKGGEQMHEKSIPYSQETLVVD
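assay system = CHO-K1 APJ beta-arrestin complementation cell line | input = cell density 1000 per well | dosing = compound 20 µM once, DMSO 1% | timing = compound 90 min 25 °C, reagent 1 h | measured by = luminescence from split beta-galactosidase complementation, Galacton Star/Emerald II substrate | read-out basis = APJ agonist activity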
Mdm2 MdmX PPI: human Mdm2/MdmX binding inhibition; O15151+Q00987; SaOS-2 split-luciferase Mdm2/MdmX complementation, luminescence; inhibition, % at 8 µM; actives 3% (n = 330,000); AID 485346;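 active = inhibition of at least 50% at 8 µM in the primary screen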
CXCR6 inh: CXCR6 (human) receptor inhibition. O00574. CHO-K1 PathHunter CXCR6 beta-arrestin, luminescence. inhibition, % at 20 µM. actives 0.36% (n = 360,000). AID 602244; in the data active = inhibition above about 34%, passing the limit was not always enough;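 note: antagonist mode with CXCL16 agonist at 10 nM final; 0% = 10 nM CXCL16 with DMSO and 100% = unstimulated wells without agonist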
Target sequence (O00574 whole entry, looked up): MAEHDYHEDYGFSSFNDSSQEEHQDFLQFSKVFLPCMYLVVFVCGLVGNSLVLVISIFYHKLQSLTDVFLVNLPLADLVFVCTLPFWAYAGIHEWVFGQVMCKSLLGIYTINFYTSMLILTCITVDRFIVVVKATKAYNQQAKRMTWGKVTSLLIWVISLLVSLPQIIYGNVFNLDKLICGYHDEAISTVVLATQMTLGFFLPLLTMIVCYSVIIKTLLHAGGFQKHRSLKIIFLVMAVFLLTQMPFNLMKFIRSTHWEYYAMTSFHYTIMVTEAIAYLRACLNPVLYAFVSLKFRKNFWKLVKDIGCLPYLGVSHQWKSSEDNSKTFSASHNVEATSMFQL
UPR XBP1 act: activators of adaptive arm of unfolded protein response (XBP1). CHO-XBP1 luciferase reporter, IRE1-XBP1 UPR activation, luminescence; percent of tunicamycin response, DMSO as zero. activation, % at 20 µM. actives 0.33% (n = 330,000). AID 463104;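 active = versus positive control, 20 µM dose yields 30% or more activation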;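 note: 100% = tunicamycin at 10 µg/mL and 0% = DMSO only wells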
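Material: CHO-XBP1 cells stably carrying IRE1-XBP1-driven luciferase reporter | Medium: F12 with 10% serum | Compound dosing: 20 µM single concentration, DMSO 1% | Incubation: Overnight seeding at 37 °C, 6 h compound treatment at 37 °C | Detection: Steady-Glo luminescence read | Read-out basis: % activation of reporter signal versus tunicamycin and DMSO controls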
TIM10 inh: growth inhibitors of TIM10 yeast strain | S. cerevisiae TIM10 strain growth, BacTiter-Glo luminescence, 24 h | inhibition, % at 10 µM | actives 1.4% (n = 330,000) | AID 463195;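 active = inhibition of 40% or more at the single tested concentration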;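 note: wild-type TIM10 isogenic control strain grown at permissive 25 °C; 0% = DMSO yeast wells and 100% = minimal medium wells without yeast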
tim23-1 inh: growth inhibitors of tim23-1 mutant yeast; actives 1.3% (n = 330,000); inhibition, % at 20 µM; S. cerevisiae tim23-1 growth, BacTiter-Glo luminescence, 24 h;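 active = growth inhibition of the mutant yeast at or above 50%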;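 note: temperature-sensitive mutant grown at 25 °C; plate controls were DMSO-treated mutant yeast for no effect and medium wells lacking yeast for full effect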
APJ antag: blocks the human apelin receptor APJ; P35414; CHO-K1 APJ beta-arrestin complementation, luminescence; inhibition, % at 20 µM; actives 0.32% (n = 330,000); AID 2521;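 active = inhibition above about 40% at 20 µM, limit read from the data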;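 note: cells challenged with 10 nM apelin-13 agonist together with compound; plate controls were apelin-13 plus DMSO wells for no effect and DMSO wells lacking apelin-13 for full effect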
* marks the source's active call; other numbers are inactive results; nt = no result given. An excerpt. The share of hits here may be higher or lower than overall.

SMILES	tim10-1 inh	CHOP UPR activ	APJ agonist	Mdm2 MdmX PPI	CXCR6 inh	UPR XBP1 act	TIM10 inh	tim23-1 inh	APJ antag
O=C(O)CNC(=O)c1ccc(NC(=O)/C(=C/c2ccccc2)NC(=O)c2ccco2)cc1	1	0.0	2	4	2	-4	-2	-3	2
CCCCN1C(=O)C(NC(C)=O)c2cc(Br)ccc21 (stereo not drawn)	-3	-0.7	-9	20	4	8	-4	5	16
CC1(c2nnc(-c3ccncc3)o2)CC(c2cccc(Cl)c2)=NO1 (stereo not drawn)	-19	0.0	5	24	-14	0	-25	5	17
O=C(O)c1ncsc1-c1ccccc1	-8	-1.1	-2	-15	-10	-4	-4	12	7
CCC(=O)Nc1ccc(C(=O)CSc2nc(N)cc(N)n2)cc1	-6	-3.2	-2	4	-2	2	-7	-3	1
Cc1ccc(OCC(=O)Oc2c(C)cccc2C)cc1	-10	0.5	-1	-19	-11	-2	-10	-2	7
CC(=O)Nc1ccc(NC(=O)[C@@H](NC(=O)c2cccc(C)c2)C(C)C)cc1	-22	-1.6	-2	12	0	1	-14	14	9
O=C1C=C(c2ccc(Cl)nc2)C[C@@H](c2ccc3c(c2)OCO3)C1	17	-0.1	-3	-18	2	0	-22	12	4
COc1ccc(CNC(=O)c2ccc(CS(=O)c3ccccc3)o2)cc1 (stereo not drawn)	-12	-2.1	3	6	-2	-8	-4	-7	-11
CCOc1cc(C(N)=O)cc(OCC)c1OCC	16	0.1	-2	-24	1	0	-15	1	0
Cc1cccc(Nc2nnc(SC/C(O)=C(\C#N)c3nc4ccccc4[nH]3)s2)c1	37	0.1	-2	2	-5	2	16	33	-2
CCN1/C(=C2\C(=O)N(C)C(=S)N2C)C=Cc2cc(OC)ccc21	22	-4.2	-5	22	11	-3	5	9	21
CCOc1cc(N2CCOCC2)c(OCC)cc1NC(=O)c1cc(-c2ccco2)nc2ccccc12	18	4.0	6	70*	4	-4	5	14	-6
Cc1ccc(S(=O)(=O)N2CCCSCC2)cc1	8	8.5	2	2	-4	0	-3	-10	17
O=C(NCCc1ccccc1Cl)C1CC(=O)N(C2CCCCC2)C1 (stereo not drawn)	-2	-1.3	-1	13	12	4	3	11	-23
N#Cc1ccc(COn2nnc3ccccc32)cc1	-1	3.2	-3	-3	1	-1	0	6	-37
COc1ccccc1CNC(=O)C(CC(C)C)NS(=O)(=O)c1ccc2c(c1)oc(=O)n2C (stereo not drawn)	3	-1.0	-3	6	-2	0	-4	-14	-1
O=C(Nc1ccc(SC(F)F)cc1)c1cccc2nc3ccccc3nc12	26	14	-4	78*	6	6	2	0	-2
COc1cc(CCN2C(=O)N[C@@H](CCc3ccccc3)C(C(C)=O)=C2C)cc(OC)c1OC	14	1.3	5	-9	nt	0	15	18	2
N#Cc1ccc(/C=N/NC(=S)Nc2ccc(S(=O)(=O)N3CCOCC3)cc2)cc1	2	1.5	0	4	14	1	3	-4	-2

An excerpt of these results, as comma-separated lines.
Structure,tim10-1 inh,CHOP UPR activ,APJ agonist,Mdm2 MdmX PPI,CXCR6 inh,UPR XBP1 act,TIM10 inh,tim23-1 inh,APJ antag
CCOc1cc(N2CCOCC2)c(OCC)cc1NC(=O)c1cc(-c2ccco2)nc2ccccc12,18,4.0,6,70*,4,-4,5,14,-6
Cc1ccc(S(=O)(=O)N2CCCSCC2)cc1,8,8.5,2,2,-4,0,-3,-10,17
O=C(NCCc1ccccc1Cl)C1CC(=O)N(C2CCCCC2)C1 (stereo not drawn),-2,-1.3,-1,13,12,4,3,11,-23
N#Cc1ccc(COn2nnc3ccccc32)cc1,-1,3.2,-3,-3,1,-1,0,6,-37
COc1ccccc1CNC(=O)C(CC(C)C)NS(=O)(=O)c1ccc2c(c1)oc(=O)n2C (stereo not drawn),3,-1.0,-3,6,-2,0,-4,-14,-1

Remaining list, next part:
SMILES	tim10-1 inh	CHOP UPR activ	APJ agonist	Mdm2 MdmX PPI	CXCR6 inh	UPR XBP1 act	TIM10 inh	tim23-1 inh	APJ antag
Cc1cc(C)c2cc3c(N)c(C(=O)N4CCc5ccccc5C4)sc3nc2c1	28	-0.6	-5	11	0	-2	24	28	-1
COc1cccc(N/C(SCc2ccccc2F)=C(/C#N)C(=O)NCc2cccs2)c1	4	-1.7	-6	-3	10	-2	-3	4	7
O=C1[C@@H]2C3C=CC(O3)[C@@H]2C(=O)N1c1ccccc1	5	-0.2	3	-8	nt	2	10	9	-1
CCCCc1ccc(NC(=O)N[C@@H](C)C(=O)O)cc1	11	1.4	1	-15	-9	-2	16	3	1
O=C(O)c1cccc(CN2C(=O)CSC2=O)c1	16	-1.0	-2	32	3	-3	-7	6	9
CCOC(=O)n1c(=O)n(Cc2ccccc2Cl)c2ccccc21	43*	0.0	-4	18	-11	3	20	48	3
CCOC(=O)CSc1nnc(CNc2ccc(F)cc2)o1	9	-2.7	-2	11	-4	1	19	17	-13
c1coc(CNc2nc(N3CCCCC3)nc3ccccc23)c1	13	-6.2	-6	52*	0	-1	4	3	28
C=CCn1c(SCC(=O)Nc2ccc3c(c2)OCCO3)nnc1-c1ccccn1	19	0.5	-3	19	1	2	15	11	6
CCN1CCN(C(c2cccc(OC)c2)c2sc3nc(C)nn3c2O)CC1 (stereo not drawn)	14	0.8	0	18	3	1	-20	9	35
CCC1(c2ccccc2)NC(=O)N(CC(=O)NCc2ccc(F)cc2)C1=O (stereo not drawn)	6	-1.4	-4	28	2	0	12	-7	10
O=S(=O)(Nc1nc2c(s1)CCCC2)c1ccc(Br)cc1	4	0.8	-3	7	-3	-2	16	18	14
Nc1c(C(=O)O)cnc2c(-c3ccc(Cl)cc3)cnn12	8	7.7	0	-19	-8	1	9	25	5
COc1ccccc1-c1nc2cc3ccccc3cc2nc1-c1ccccc1	34	1.2	3	36	6	-1	25	34	9
CCOC(=O)N1CCN(C(=O)CNC(=O)c2ccc(Br)o2)CC1	-8	1.7	-2	-10	13	-8	-7	4	12
CC(C)Sc1nc2c(c(=O)[nH]c(=O)n2C)n1CC(O)COc1ccccc1 (stereo not drawn)	3	4.0	-2	3	4	-2	16	-10	6
CC(C)c1nc2c(s1)CCc1onc(-c3cccc([N+](=O)[O-])c3)c1-2	-10	-0.8	-8	31	4	-2	-11	-17	-2
COc1ccccc1-n1nnnc1SCC(=O)Nc1ccc(C)c(N)c1	2	-1.4	-3	13	-8	0	-8	-3	-9
CCOc1ccccc1NC(=O)NC(=O)N(C)S(=O)(=O)c1ccc(C)cc1	31	-0.2	0	-9	-6	0	17	18	6
CC(=O)N1CCOc2ccc(S(=O)(=O)N3CCC(C(=O)Nc4cc(C)ccc4C)CC3)cc21	9	-0.5	0	27	1	-6	0	6	20
O=C(Nc1nncs1)C1CC(=O)N(CCc2ccc(F)cc2)C1 (stereo not drawn)	11	-0.9	0	-26	1	1	-8	12	18
CNc1oc(-c2ccco2)nc1C#N	-8	-2.1	-4	-6	-9	-2	-13	1	9
O=C(Nc1cccc2ccccc12)N1CC=CCC1	7	-4.0	3	26	0	-3	4	17	-30
N#Cc1c(C(F)(F)F)cc(-c2ccccc2)nc1SCc1nc(N)nc(N2CCOCC2)n1	18	0.9	-5	20	2	1	6	7	5
Cc1nc(CS(=O)(=O)c2ccc(Cl)cc2)cc(Sc2ccc(Cl)cc2)n1	38	-0.6	-5	26	-1	-2	-4	29	0
CC[C@H](C)[C@@H](NC(=O)O[C@@H]1C(=O)c2cc(Br)ccc2O[C@H]1c1cccc(OC)c1)C(=O)OC	27	3.5	-1	-8	nt	-1	-3	-3	29
NC(=O)CN1CCN(Cc2ccc3c(c2)OCO3)CC1	-11	2.3	-1	31	-4	-1	2	11	7
COc1ccc(-n2c(Cn3c(=O)sc4ccccc43)nnc2SCC(N)=O)cc1	-3	0.6	-3	-6	-1	-3	1	6	5
O=C(c1cc(-c2cccs2)on1)N1CCN(C(c2ccccc2)c2ccccc2)CC1	30	0.2	-4	28	10	0	50*	31	21
CC(C)(C)c1cc(NC(=O)NN2CCOCC2)nn1-c1c(Cl)cc(Cl)cc1Cl	26	1.3	-1	-1	8	0	21	14	15
CC1(C)C(C=C(Cl)Cl)C1C(=O)N1CCN(Cc2ccccc2)CC1 (stereo not drawn)	17	-0.1	5	-16	-1	-2	11	34	12
COc1cccc(CN2CCN(Cc3ccc4c(NC(C)=O)cccc4n3)CC2CCO)c1 (stereo not drawn)	6	-0.9	-6	-6	-12	0	-2	5	-1
CSc1nc(C)c(Oc2ccccc2)c(=O)n1C	10	0.8	-11	10	3	-2	8	10	11
COc1ccc(-c2nnc3n(CCc4ccccc4)c(=O)c4ccccc4n23)cc1OC	26	0.6	1	6	-6	0	20	29	8
CSCC[C@H](NC(=O)C1CCC(CNC(=O)[C@@H]2CCCN2C(=O)OC(C)(C)C)CC1)C(=O)O (stereo partly drawn)	19	0.9	-3	-3	4	-1	-13	13	-1
COc1ccc(C(=O)NC(=S)Nc2cccnc2)cc1Cl	-17	1.6	-3	-3	21	-2	-8	-13	29
Cc1ccc(NC(=O)c2cccc3c2C(=O)N(C2CCCCC2)C3)c(Cl)c1	40	3.4	14	33	2	-2	6	37	-8
CCOC(=O)c1c(C)n(C)c2ccc(OCC(O)CN3CCCCCC3)cc12 (stereo not drawn)	-1	3.8	-1	-14	11	1	-2	18	-66
COc1ccccc1NC(=O)Cn1cnc2c1c(=O)n(C)c(=O)n2C	2	-1.2	-1	24	-9	1	4	4	2
COc1ccccc1N1CCN(C(=O)c2oc3c(c2C)C(=O)CC(C)(C)C3)CC1	24	0.1	13	-6	-6	-3	23	26	-5
CCOc1ccc(S(=O)(=O)NCC(c2ccc3c(c2)OCO3)N2CCN(C)CC2)cc1 (stereo not drawn)	0	-1.5	-5	13	10	0	-6	-6	16
NC(=O)N/N=C/c1coc2ccc(O)cc2c1=O	-5	2.2	-1	11	-10	5	-5	7	-37
CC(=O)c1cccc(NC(=O)C2CC(=O)N(Cc3ccccc3)C2)c1 (stereo not drawn)	12	0.4	8	-18	5	-2	14	2	0
O=C(NCCc1ccccc1F)c1ccc2c(c1)OCCO2	-19	-9.1	-1	89*	-1	-18	8	9	-15
CCN1CCc2c(OCc3ccccc3)cccc2C1=O	19	-0.9	-3	43	18	-1	-26	8	-1
COc1cccc(CN(C)C(=O)CSCC(=O)Nc2cccc(C)c2)c1OC	15	-0.8	-4	-4	3	-2	17	32	12
Cc1ccc(NC(=S)N2CCN(c3ccccn3)CC2)cc1C	20	0.7	-2	1	-3	-6	9	24	-7
Cc1ccc(C(=O)Nc2nc3n(n2)C(c2ccccc2)CC(=O)N3)cc1 (stereo not drawn)	24	1.2	-2	12	3	-1	15	-4	21
Cn1cc(C(=O)c2cccc(Cl)c2)cc1/C=N\O	10	1.8	-4	33	2	2	-5	-3	8
Cc1nc(N(C)C)ncc1C(=O)O	-24	2.2	-5	5	9	-3	-9	-11	-6
